From PubChem BioAssay
IL-2 act: activates IL-2 in a cell-based reporter assay; activation, % (series mostly up to about 46 µM); 360,000 tested, 0.065% active; AID 652025; IL-2 activation reporter assay, cell-based qHTS; stimulated with anti-CD3/CD4/CD28 beads; in transgenic mouse T cells; in the data active = activation above about 50%; inconclusive = mostly about 30% to 49%; note: 0% is about no effect
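First, unstimulated transgenic mouse T cells were exposed to compound for 60 min. Next, anti-CD3/anti-CD4-coated beads with anti-CD28 were added. Finally, after 18 h at 37 degrees C, EGFP and DsRed were imaged.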
Nrf2 activator: activates Nrf2 signaling; AREc32 ARE-luciferase reporter (MCF7-derived line), luminescence, 24 h; Potency, µM (titrated, usually from 46.1 µM), for the others: at the top dose activation, usual class: activators; 410,000 tested, 0.31% active; AID 624171; note: potency is the fitted concentration of half-maximal effect; % of control where 0% means no effect; nearly all actives have a fitted effect of over 65% in size
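ARE activation measured as luciferase luminescence (Steady-Glo, 30 min RT) in AREc32_Fluc cells after 24 hr compound exposure at 37 deg C, 5% CO2; cells seeded overnight at 1000/well in OPTI-MEM, 5% FBS.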
A549 viability: A549 cytotoxicity, counter-screen for Nrf2 inhibitors | A549 ARE-Fluc cells, CellTiter-Fluor viability, 18-24 h | Potency, µM (highest dose often 46 µM), inactives show top-dose activity change, negative = cytotoxicity, most hits filed as inhibitors | 390,000 tested, 0.16% active | AID 504648; note: potency is the fitted concentration of half-maximal effect; % is set by controls: 0 for no effect and ±100 for the full control effect
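A549 ARE-Fluc cells in 5% FBS OPTI-MEM, 5000 cells/well, rested 2 h then exposed to compounds in concentration-response for 18-24 h at 37 °C. Viability by CellTiter-Fluor fluorescence (Ex 405/Em 525) after 30 min; luciferase luminescence (BugLite, 15 min, RT) read afterwards.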
S2 tox: reduces viability in counter-screen for ATXN expression inhibitors | S2 cells (HEK-293 line with an ATXN2-luciferase reporter) viability, CellTiter-Fluor protease fluorescence, 24 h | 400,000 tested, 0.49% active | Potency, µM (highest dose often 56.7 µM), hits mostly cytotoxic | AID 651635; note: potency is the fitted concentration of half-maximal effect; nearly all actives have a fitted effect of over 40% in size
ATXN2 expr inh: reduces ATXN2 reporter expression in HEK-293 cells; Potency, µM (top dose mostly 57 µM), without a hit: top-dose activity change, negative = inhibition, usual class: inhibitors; 360,000 tested, 0.72% active; HEK-293 ATXN2-luciferase reporter, luminescence, 24 h; note: potency is the fitted concentration of half-maximal effect; % is set by controls: 0 for no effect and ±100 for the full control effect; nearly all actives have a fitted effect of over 55% in size
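qHTS (up to 57 uM final) was run with 24 h compound exposure of reporter cells at 37 °C. Each well was multiplexed: SteadyGlo luminescence measured ATXN2-luciferase expression after a fluorogenic Gly-Phe-AFC viability readout (25 uM final).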
TGFb SMAD3 inh: blocks TGF-b signaling; 410,000 tested, 1.2% active; HepG2 CAGA-GFP TGF-b/SMAD3 reporter, GFP fluorescence, 18 h; TGF-beta stimulated, 500 pg/mL final; Potency, µM (titrated, usually from 46.1 µM), inactives show at the top dose activity, negative = inhibition, most hits filed as inhibitors; note: potency is the fitted concentration of half-maximal effect; % is set by controls: 0 for no effect and ±100 for the full control effect; nearly all actives have a fitted effect of over 65% in size
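Inhibition was scored as loss of TGF-beta-induced (500 pg/mL final, 18 hours, 37 degrees C) GFP in HEPG2 cells carrying a CAGA-GFP reporter, in DMEM with 1% FBS. Well GFP was summed per cell; Activity was normalised to unstimulated and stimulated DMSO wells, then concentration-response fitting.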
EPAC2 agonist: agonists of human EPAC2 (RAPGEF4); Q8WZA2; EPAC2 activation, biochemical qHTS; response scale: 100% = 6.5 mM cAMP response; Potency, µM (doses to about 154 µM), without a hit: top-dose activation, actives largely listed as activators; 360,000 tested, 0.079% active; AID 720711; note: potency is the fitted concentration of half-maximal effect; nearly all actives have a fitted effect of over 50% in size
Target sequence (Q8WZA2 whole entry, looked up): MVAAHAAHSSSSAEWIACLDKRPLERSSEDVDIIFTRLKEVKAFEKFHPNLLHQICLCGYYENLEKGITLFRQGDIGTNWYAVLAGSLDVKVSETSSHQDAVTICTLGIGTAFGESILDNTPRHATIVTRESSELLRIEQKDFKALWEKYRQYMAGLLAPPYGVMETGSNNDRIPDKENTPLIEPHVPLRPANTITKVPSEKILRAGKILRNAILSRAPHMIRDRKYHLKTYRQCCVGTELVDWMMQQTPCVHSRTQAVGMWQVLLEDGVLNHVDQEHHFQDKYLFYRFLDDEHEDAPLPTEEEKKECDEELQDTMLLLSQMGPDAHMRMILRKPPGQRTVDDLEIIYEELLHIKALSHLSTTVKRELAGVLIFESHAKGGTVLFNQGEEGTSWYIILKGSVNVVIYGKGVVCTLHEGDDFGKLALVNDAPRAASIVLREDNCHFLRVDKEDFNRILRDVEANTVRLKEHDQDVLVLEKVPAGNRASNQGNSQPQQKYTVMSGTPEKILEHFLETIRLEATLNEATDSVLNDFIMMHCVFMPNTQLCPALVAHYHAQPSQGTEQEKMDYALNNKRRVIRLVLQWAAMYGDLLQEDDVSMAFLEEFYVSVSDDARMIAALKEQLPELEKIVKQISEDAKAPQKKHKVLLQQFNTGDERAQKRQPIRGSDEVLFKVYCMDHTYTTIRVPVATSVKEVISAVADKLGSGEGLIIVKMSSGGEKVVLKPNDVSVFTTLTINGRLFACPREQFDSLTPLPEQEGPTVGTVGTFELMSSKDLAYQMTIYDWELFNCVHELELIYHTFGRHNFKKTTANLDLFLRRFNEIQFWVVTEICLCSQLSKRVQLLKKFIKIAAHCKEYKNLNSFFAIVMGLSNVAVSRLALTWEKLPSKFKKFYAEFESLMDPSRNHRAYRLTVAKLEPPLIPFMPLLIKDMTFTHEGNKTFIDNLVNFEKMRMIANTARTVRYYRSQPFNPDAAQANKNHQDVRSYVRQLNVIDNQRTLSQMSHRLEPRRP
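Nucleotide exchange monitored as fluorescence drop when BODIPY-GDP leaves Rap1B. Reaction: 100 nM EPAC2, 250 nM RAP1B-BODIPY-GDP, 50 uM GDP, room temperature, kinetic read over 30 min. Activity expressed relative to 6.5 mM cAMP.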
HepG2 tox: HepG2 cytotoxicity, counter-screen for TGF-b inhibitors; AID 588856; 410,000 tested, 0.76% active; Potency, µM (doses to about 46.1 µM), for the others: top-dose activity change, negative = cytotoxicity, usual class: cytotoxic; HepG2 CAGA-GFP viability, ATP luminescence, 18 h; note: potency is the fitted concentration of half-maximal effect; some results filed as inactive show a strong effect at the top dose
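HepG2 CAGA-GFP cells (1000/well, DMEM with 1% FBS) received compound, then TGF-beta at 500 pg/mL final, and were incubated 18 hours at 37 degrees C. Viability was read by CellTiter-Glo luminescence. Media-only wells were set as complete cell-killing and DMSO as no toxicity.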
Nrf2 block: blocks Nrf2 signaling. Potency, µM (doses to about 46 µM), for the others: at the top dose activity change, negative = inhibition, actives largely listed as inhibitors. 360,000 tested, 2.1% active. A549 ARE-Fluc reporter, luciferase luminescence, 18-24 h; note: potency is the fitted concentration of half-maximal effect; % is set by controls: 0 for no effect and ±100 for the full control effect; nearly all actives have a fitted effect of over 60% in size
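Nrf2 function is reported as luminescence of an ARE-controlled luciferase in A549 cells. Compounds were tested at several concentrations, and a CellTiter-Fluor read on the same wells flagged cytotoxicity.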
The depositor's hits bear a star; i = inactive; ? = inconclusive; / = not tested or not shown; [ ] = remark or other dose. Unless noted, calls come from the whole dose curve; as a rule, active = well fitted curve in the direction sought with a large enough effect; inconclusive = small, poorly fitted or top-dose-only effect, or another doubt; inactive = no such curve, though single readings can be large; an effect the other way counts as inactive or inconclusive.

molecule	IL-2 act	Nrf2 activator	A549 viability	S2 tox	ATXN2 expr inh	TGFb SMAD3 inh	EPAC2 agonist	HepG2 tox	Nrf2 block
COc1ccc(NC(=O)CSc2ncnc3sc(C)cc23)cc1	-0.6	4.4%	-9%	i	1%	0%	5%	4%	5%
CC(C)CN1CCN(Cc2c[nH]c3ccccc23)CC1CCO (centres undefined)	1.2	-0.8%	2%	i	-5%	-16%	13%	-6%	9%
COc1ccc(S(=O)(=O)N2CCC(=O)N2)cc1	-2.4	-0.3%	0%	i	3%	-12%	-11%	-19%	-4%
COc1ccc(CN(Cc2ccccn2)C(=O)CN2C(=O)C(C)Oc3ccccc32)cc1 (centres undefined)	-0.5	-0.1%	-2%	i	7%	6%	-2%	-1%	-7%
N=c1c2c(-c3ccccc3)c(-c3ccccc3)oc2ncn1CCN1CCOCC1	-0.9	0.2%	0%	i	-23%	0%	7%	-46%	-18%
O=C(C1=C(O)C(=O)N(Cc2ccco2)C1c1cccc([N+](=O)[O-])c1)c1ccco1 (centres undefined)	-2.5	0.2%	-3%	i	-11%	0%	-11%	-6%	-10%
O=C(c1cc([N+](=O)[O-])ccc1N1CCCC1)N1CCCC1	-1.7	-0.1%	-18%	i	/	-2%	8%	15%	1%
CC(C)c1ccc(NC(=O)Nc2nc(CN)cs2)cc1	-0.8	0.3%[9.22 µM]	/	i	5%	?	12%	-71%	/
COc1ccccc1NC(=O)CC1S/C(=N/N=C(\C)C2CCCCC2)NC1=O (centres undefined)	0.9	-0.5%	0%	i	-5%	-21%	8%	-16%	?
Cc1nn(C)c(Cl)c1CN1CCCC(C(=O)Nc2cccc(-n3cccn3)c2)C1 (centres undefined)	-5.6	9.6%	0%	?	-20%	6%	-1%	-17%	?
CN(Cc1ccc(C(C)(C)C)cc1)C(=O)C1CCN(C(=O)Nc2ccccc2)CC1	0.1	2.3%	-16%	i	-30%	0%	5%	-3%	21µM*
COc1cccc(CC2(CO)CCCN(Cc3ccc4c(c3)OCCO4)C2)c1 (centres undefined)	-2.7	-0.2%	0%	i	-10%	8%	7%	-16%	-15%
Cc1ncoc1C(=O)NCc1ccccc1Cl	-0.3	-0.5%	16%	i	-3%	8%	-3%	6%	3%
O=C(N/N=C/C(Cl)=C\c1ccccc1)c1cccs1	-2.3	11µM*	-12%	i	76%[activator]	0%	0%	-5%	?
CC(C)(C)NC(=O)COc1ccc(CNc2ccc3[nH]c(=O)[nH]c3c2)cc1	-2.7	0.0%	-3%	i	15%	3%	6%	-2%	-12%

Results in S2 tox and Nrf2 block (3 entries from above):
structure	S2 tox	Nrf2 block
COc1ccc(CN(Cc2ccccn2)C(=O)CN2C(=O)C(C)Oc3ccccc32)cc1 (centres undefined)	i	-7%
N=c1c2c(-c3ccccc3)c(-c3ccccc3)oc2ncn1CCN1CCOCC1	i	-18%
O=C(C1=C(O)C(=O)N(Cc2ccco2)C1c1cccc([N+](=O)[O-])c1)c1ccco1 (centres undefined)	i	-10%

Next section:
molecule	IL-2 act	Nrf2 activator	A549 viability	S2 tox	ATXN2 expr inh	TGFb SMAD3 inh	EPAC2 agonist	HepG2 tox	Nrf2 block
O=C(CSCc1cccc(CSCC(=O)Nc2ccc3ccccc3c2)n1)Nc1ccc2ccccc2c1	-1.0	0.5%	-22%	i	?	?	10%	-35%	13µM*
CCOc1ccc(S(=O)(=O)NCCc2ccccn2)cc1	-4.9	0.2%	7%	i	0%	-14%	2%	-18%	-5%
Cc1cc(C)cc(NC(=O)CSc2nc(=O)[nH]c3c2CCC3)c1	/	3.4%	16%	/	/	-1%	/	-27%	/
COc1ccc(S(=O)(=O)N2CCCCCC2)cc1N(C)S(=O)(=O)c1ccc(Cl)cc1	1.0	0.2%	-6%	i	-12%	?	15%	6%	?
Cc1ccc2occ(/C=C/C(=O)O)c(=O)c2c1	-2.0	0.7%	-4%	i	4%	?	-6%	3%	2%
CCc1nc2ccc(C(=O)NCCOc3ccc(OC)cc3)cn2c1N(C)CCCc1ccccc1	-0.8	-0.1%	/	?	?	14µM*	13%	-46%	/
CC1Oc2ccccc2C=C1/C=N/NC(=O)[C@@H](C)NC(=O)OC(C)(C)C (some centres undefined)	-5.1	2.7%	0%	i	-25%	1%	3%	-14%	?
COc1ccc(-c2cc(C3CC3)nc(SCC(=O)c3cccs3)c2C#N)cc1	-0.5	-0.6%	8%	i	-23%	14%	8%	-5%	?
O=C(NCc1ccc(F)cc1Cl)C1CC(=O)N(C2CCCCCCC2)C1 (centres undefined)	-0.9	0.2%	5%	i	-8%	-20%	1%	0%	-4%
CC1CCCN(CCOc2cccc(Oc3ccccc3)c2)C1 (centres undefined)	0.5	0.4%	1%	?	9%	-23%	7%	-36%	?
C[C@H]1CN=C(Nc2ccccc2)N1CCC1CCCC1	-0.6	-0.8%	3%	i	-8%	2%	-4%	4%	6%
O=[N+]([O-])c1ccc(Cc2ccccn2)c([N+](=O)[O-])c1	-2.7	-0.9%	-1%	/	-10%	12%	10%	6%	-8%
CN(C(=O)CSc1cc(Cl)ccc1Cl)C1CCS(=O)(=O)C1 (centres undefined)	0.4	0.8%	6%	i	-20%	3%	11%	3%	-26%
CCN(CC)CCCNC(=O)c1nn(-c2cccc(OC)c2)c(=O)c2ccccc12	-3.8	0.3%	-2%	i	-11%	-2%	3%	0%	/
CN(C)S(=O)(=O)c1cccc(-c2nnc(-c3ccccc3)o2)c1	-2.8	4.2%	-24%	i	32%[activator]	1%	3%	-5%	4%

The list continues.
molecule	IL-2 act	Nrf2 activator	A549 viability	S2 tox	ATXN2 expr inh	TGFb SMAD3 inh	EPAC2 agonist	HepG2 tox	Nrf2 block
COC(=O)[C@H](CCSC)NC(=O)N1CCN(c2cccc(C(F)(F)F)c2)CC1	1.6	-0.5%	?	i	-8%	0%	7%	-16%	?
Cc1ccc(OCC(=O)NN2C(=O)c3ccccc3C2=O)c(C)c1	-0.7	-0.4%	-2%	i	-9%	2%	1%	-30%	-4%
CC(=O)C(C)Oc1ccc(Cc2ncc(C(F)(F)F)cc2Cl)cc1 (centres undefined)	0.2	0.1%	-12%	i	-13%	2%	-10%	-17%	-12%
Cc1ccc(SCC(=O)N2c3ccccc3Sc3ccccc32)cc1	-0.3	1.5%	0%	i	-8%	?	5%	1%	?
N#CNC(=Nc1cccc(Cl)c1)Oc1ccccc1	1.0	5.3%	-15%	i	/	-29%	8%	-59%	-25%
CCN(CC)S(=O)(=O)c1cc(NC(=O)C(C)OC(=O)c2[nH]c(C)c(C(C)=O)c2C)ccc1C (centres undefined)	-5.2	6.4%	-18%	?	-22%	?	6%	5%	12µM*
COc1ccc(OC(=O)c2cc(-c3ccc4c(c3)OCCO4)on2)cc1	/	0.9%	1%	/	/	1%	/	2%	9%
COc1cccc(/C=N/Nc2ncnc3scc(-c4ccccc4)c23)c1OC	-3.0	13%	10%[1.84 µM]	i	-28%	?	6%	-61%	13µM*
CC(C)NC(=O)c1sc(=S)n2c1[nH]c(=O)c1ccc(C(=O)NCCc3ccc(Cl)cc3)cc12	0.1	0.2%	-1%	i	/	0%	-7%	-7%	5%
COC(=O)[C@]12CCCCC=C1N(Cc1cccc3ccccc13)C(=O)[C@H](CC(=O)NCc1cccc(C(F)(F)F)c1)C2	-1.1	3.3%	/	?	?	/	-1%	/	/
Cc1cc(NC(=O)c2ccco2)no1	-0.4	5.9%	2%	i	22%	-7%	4%	3%	?
COc1ccc(CCNC(=O)c2cc(=O)n(C)c(=O)n2C)cc1OC	-1.2	-0.8%	0%	i	/	18%	11%	-24%	-2%
COc1ccc(NS(=O)(=O)c2cccc(NC(=O)c3cnccn3)c2)cc1Br	-0.5	3.3%	1%	?	-29%	?	2%	-29%	?
CCn1c(-c2cccnc2Cl)nc2cc(Cl)c(Cl)cc21	2.3	4.2%	6%	i	12%	1%	?	-13%	/
Cc1ccc(NC(=O)CN(C)C(=O)/C=C/c2cccc(F)c2)cc1	-1.7	-0.2%	-9%	i	/	-23%	3%	11%	-22%

Carrying on.
molecule	IL-2 act	Nrf2 activator	A549 viability	S2 tox	ATXN2 expr inh	TGFb SMAD3 inh	EPAC2 agonist	HepG2 tox	Nrf2 block
COc1ccc(C(NC(=O)/C=C/c2ccco2)c2ccc(OC)cc2)cc1	-2.9	7.8%	10%	i	13%	?	12%	-10%	14%
COc1cccc(-c2noc(Cn3nc(C)c([N+](=O)[O-])c3C)n2)c1	-0.4	1.8%	0%	i	8%	35%[activator]	11%	2%	2%
Cc1ccccc1SCC(=O)Nc1ccc(N2CCOCC2)cc1	0.3	0.1%	1%	i	-5%	1%	15%	-17%	5%
O=C(O)CSCC(=O)Nc1ccccn1	-0.8	2.8%	2%	i	3%	0%	3%	-48%	4%
O=S(=O)(Cc1cc(-c2ccccc2)no1)c1ccccc1	-0.1	2.0%	0%	i	46%[activator]	-3%	0%	-7%	?
C=C(C)CNC(=S)N/N=C/c1ccc(NC(C)=O)cc1	-2.5	0.2%	-11%	i	1%	19%	6%	4%	-6%
CCc1cccc(NC(=O)CSc2ncccc2C(=O)Oc2ccccc2Cl)c1	/	7.6%	7%	/	/	?	/	-32%	16%
Cc1nonc1NC(=O)CSc1nc2cc(Cl)ccc2c2c1CCCC2	-1.1	0.2%	2%	?	-38%	10%	0%	-24%	?
CCOC(=O)c1c(C)[nH]c(C)c1S(=O)(=O)N1CCCC(C(=O)NCc2ccc(Cl)cc2)C1 (centres undefined)	/	0.0%	-2%	i	1%	?	/	-24%	?

No enrichment for hits (roughly 4.3% active in at least one column).
